MEKK2 mut-MEK5: signal of MEK5 binding to mutant human MEKK2 PB1 domain | percent response, % at 10 µM | AID 1530 | bead flow cytometry, Alexa488-MEK5 binding to MEKK2 mutant | 290,000 compounds, 0.35% hits; in the data active means percent response above about 24%, passing the limit was not always enough; further: inactives centre near 1; some results filed as inactive read as strong as hits; reference of the scale not given here
GalR3 antag: blocks the human galanin receptor 3 | AID 651719 | O60755 | inhibition, % at 3 µM | HEK293 GalR3-CNG cAMP membrane potential fluorescence; galR3 body fused to GalR1 C-terminus | 360,000 compounds, 0.44% hits;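 active means inhibition above the screen-wide average plus 3 SD, cut at about 13% in these data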;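 further: forskolin and galanin both at EC90 stimulate the cells; cAMP rise reported by CNG channel membrane potential dye signal; 0% = forskolin plus galanin with DMSO and 100% = forskolin alone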
Target sequence (O60755 1-299 limits assumed): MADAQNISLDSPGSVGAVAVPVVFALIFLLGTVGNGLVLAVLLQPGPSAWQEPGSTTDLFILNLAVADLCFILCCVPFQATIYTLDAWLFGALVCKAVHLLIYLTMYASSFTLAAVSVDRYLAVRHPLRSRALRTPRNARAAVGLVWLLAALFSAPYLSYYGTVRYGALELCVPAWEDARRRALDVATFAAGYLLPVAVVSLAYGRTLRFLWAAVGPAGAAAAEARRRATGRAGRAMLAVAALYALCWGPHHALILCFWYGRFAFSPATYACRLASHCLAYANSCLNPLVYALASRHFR
PHOSPHO1 block: PHOSPHO1 (human) inhibition | Q8TCT1 | recombinant PHOSPHO1, absorbance phosphatase assay | inhibition, % at 13.3 µM | 290,000 compounds, 1.1% hits; in the data active means inhibition above about 60%
Target sequence (Q8TCT1 whole entry, looked up): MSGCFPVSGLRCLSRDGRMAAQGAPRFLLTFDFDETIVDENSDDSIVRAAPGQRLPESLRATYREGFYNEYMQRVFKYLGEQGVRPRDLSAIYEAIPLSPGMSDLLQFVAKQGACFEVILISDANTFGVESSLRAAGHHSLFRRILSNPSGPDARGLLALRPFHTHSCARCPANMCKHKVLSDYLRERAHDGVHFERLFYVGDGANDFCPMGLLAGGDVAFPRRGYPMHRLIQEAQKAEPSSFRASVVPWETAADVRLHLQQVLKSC
V1aR counter: V1a receptor agonism, counter-screen for OXTR agonists. P37288. CHO-V1R cells, Fluo-8 calcium fluorescence, agonist mode; 0% DMSO, 100% 3 nM vasopressin. activation, % at 3 µM. 320,000 compounds, 0.25% hits. AID 2797;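 active means activation above the mean activation of all tested compounds plus 3 SD, per screening run, cut at about 20% in these data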;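 further: signal is peak over basal fluorescence ratio across a 100 second FLIPR read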
NALP1 yeast inh: inhibitors of NALP1 inflammasome in yeast. S. cerevisiae NALP1/ASC/caspase-1 growth, X-gal OD620, 72 h. inhibition, % at 10 µM. 280,000 compounds, 0.61% hits. AID 2071; in the data active means inhibition mostly above about 24%, no sharp cut-off; inactive means mostly below about 32%; further: some compounds called inactive have numbers as strong as hits
MEKK3 PB1 HTS: raises or lowers MEK5 binding to the human MEKK3 PB1 domain; Q99759; binding response (% of control), % at 10 µM; 290,000 compounds, 1.4% hits; AID 1529; bead-based flow cytometry, Alexa488-MEK5 binding to MEKK3; actives lie on both sides; 0 = blocked by unlabeled MEK5, 100 = vehicle;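 active means binding response more than 3 SD above or below the average of its plate-row segment, actives on both sides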;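 further: Alexa488 bead fluorescence after subtracting the streptavidin-only scavenger bead signal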
OXTR ag: human OXTR agonism; 320,000 compounds, 0.32% hits; CHO-OTR cells, Fluo-8 calcium fluorescence; normalized: DMSO 0%, oxytocin 100%; AID 2435; P30559; activation, % at 3 µM;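 active means activation above the mean of all tested compounds plus 3 SD, cutoff set per screening run, cut at about 20% in these data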;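 further: peak over basal fluorescence ratio from a 100 s FLIPR kinetic read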
MEKK2 WT-MEK5: raises or lowers MEK5 binding to wildtype human MEKK2 PB1 domain; Q9Y2U5; bead flow cytometry, Alexa488-MEK5 binding to MEKK2 WT; actives lie on both sides; binding response (% of control), % at 10 µM; 290,000 compounds, 1.1% hits; AID 1531; in the data active means binding response below about 67% or above about 130%
GPR7 antag: blocks human GPR7 receptor signaling | inhibition, % at 4.4 µM | P48145 | AID 1861 | 290,000 compounds, 1.1% hits | GPR7-expressing cells, fluorescence antagonist assay; in the data active means inhibition above about 16%, passing the limit was not always enough;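 further: cells stimulated with the agonist NPW; 0% = agonist with vehicle and 100% = vehicle without agonist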
* = called active by the depositor; x = not tested or not shown.

1) O=c1[nH]c(N2CCCCCC2)nc2ncn(Cc3ccccc3)c12
2) Cc1cccnc1NC(=O)CCCc1c[nH]c2ccccc12
3) COc1ccc(C(=O)NNC(=O)c2ccc(C)cc2)cc1S(=O)(=O)N1CCCC1
4) C/C(=N\NC(=O)c1cc(C)[nH]n1)c1cccs1
5) Cn1cc(SCC(=O)NCc2ccc(F)cc2)c2ccccc21
6) COc1ccc(/C=C2\OC(=O)c3c(OC)cccc32)cc1OC
7) Cc1nn(C)c(C)c1S(=O)(=O)N(CC(=O)Nc1nccs1)c1ccc(C(C)C)cc1
8) S=C(NCc1ccncc1)Nc1ccc(Cl)c(Cl)c1

| compound no. | 1 | 2 | 3 | 4 | 5 | 6 | 7 | 8 |
| --- | --- | --- | --- | --- | --- | --- | --- | --- |
| MEKK2 mut-MEK5 | -22.0 | -3.0 | -3.0 | 11.0 | -7.0 | x | 14.0 | 4.0 |
| GalR3 antag | -5.1 | 3.9 | -1.0 | -6.5 | -6.1 | 61.7* | 1.2 | -1.0 |
| PHOSPHO1 block | 11.6 | 9.8 | 32.5 | -32.1 | 9.4 | 33.8 | -12.4 | 9.8 |
| V1aR counter | -0.8 | 0.5 | 0.1 | -0.6 | -0.6 | -0.8 | 0.3 | 16.1 |
| NALP1 yeast inh | -16.0 | 17.6 | 0.9 | -12.8 | 17.1 | 16.8 | 14.9 | 33.1 |
| MEKK3 PB1 HTS | 79.0 | 96.0 | 105.0 | 109.0 | 96.0 | x | 106.0 | 105.0 |
| OXTR ag | -0.2 | 0.8 | 0.2 | -0.1 | -1.1 | -1.7 | -0.2 | 18.1 |
| MEKK2 WT-MEK5 | 87.0 | 98.0 | 100.0 | 111.0 | 93.0 | x | 112.0 | 108.0 |
| GPR7 antag | -9.7 | 2.5 | -4.5 | -9.6 | -1.7 | -6.4 | 2.8 | -9.1 |

9) Cc1cc(OCC(=O)Nc2ccc(CN3CCOCC3)cc2)c2c(C)cc(=O)oc2c1
10) Cc1ccc(OCC(=O)NCCN2CCOCC2)cc1C
11) CCC(Cc1ccccc1)NC(=O)C1CCCCC1 (configuration not stated)
12) COc1ccc(C2C(C(=O)NCCN3CCOCC3)c3ccccc3C(=O)N2C)cc1OC (configuration not stated)
13) C/C(=N\NC(=O)c1nnn(-c2nonc2N)c1C)c1ccc(-c2ccccc2)cc1

| compound no. | 9 | 10 | 11 | 12 | 13 |
| --- | --- | --- | --- | --- | --- |
| MEKK2 mut-MEK5 | -2.0 | 12.0 | 5.0 | 2.0 | -5.0 |
| GalR3 antag | 0.8 | -5.0 | -4.4 | -1.5 | -8.5 |
| PHOSPHO1 block | 18.1 | 15.0 | 3.1 | -0.9 | 24.0 |
| V1aR counter | 3.8 | -0.3 | -0.6 | 0.6 | 0.1 |
| NALP1 yeast inh | -1.5 | 16.3 | 1.7 | 13.0 | 27.4 |
| MEKK3 PB1 HTS | 98.0 | 101.0 | 101.0 | 110.0 | 101.0 |
| OXTR ag | 1.9 | 0.5 | -0.7 | -0.9 | 0.9 |
| MEKK2 WT-MEK5 | 102.0 | 109.0 | 103.0 | 117.0 | 96.0 |
| GPR7 antag | 12.7 | -5.1 | -7.3 | -7.8 | 19.7* |

Another view of part of the listing above.
| no. | structure | MEKK2 mut-MEK5 | GalR3 antag | PHOSPHO1 block | V1aR counter | NALP1 yeast inh | MEKK3 PB1 HTS | OXTR ag | MEKK2 WT-MEK5 | GPR7 antag |
| --- | --- | --- | --- | --- | --- | --- | --- | --- | --- | --- |
| 7 | Cc1nn(C)c(C)c1S(=O)(=O)N(CC(=O)Nc1nccs1)c1ccc(C(C)C)cc1 | 14.0 | 1.2 | -12.4 | 0.3 | 14.9 | 106.0 | -0.2 | 112.0 | 2.8 |
| 8 | S=C(NCc1ccncc1)Nc1ccc(Cl)c(Cl)c1 | 4.0 | -1.0 | 9.8 | 16.1 | 33.1 | 105.0 | 18.1 | 108.0 | -9.1 |
| 9 | Cc1cc(OCC(=O)Nc2ccc(CN3CCOCC3)cc2)c2c(C)cc(=O)oc2c1 | -2.0 | 0.8 | 18.1 | 3.8 | -1.5 | 98.0 | 1.9 | 102.0 | 12.7 |
| 10 | Cc1ccc(OCC(=O)NCCN2CCOCC2)cc1C | 12.0 | -5.0 | 15.0 | -0.3 | 16.3 | 101.0 | 0.5 | 109.0 | -5.1 |
| 11 | CCC(Cc1ccccc1)NC(=O)C1CCCCC1 (configuration not stated) | 5.0 | -4.4 | 3.1 | -0.6 | 1.7 | 101.0 | -0.7 | 103.0 | -7.3 |
| 12 | COc1ccc(C2C(C(=O)NCCN3CCOCC3)c3ccccc3C(=O)N2C)cc1OC (configuration not stated) | 2.0 | -1.5 | -0.9 | 0.6 | 13.0 | 110.0 | -0.9 | 117.0 | -7.8 |
| 13 | C/C(=N\NC(=O)c1nnn(-c2nonc2N)c1C)c1ccc(-c2ccccc2)cc1 | -5.0 | -8.5 | 24.0 | 0.1 | 27.4 | 101.0 | 0.9 | 96.0 | 19.7* |

Shown with values under each structure: entries from further up.
Order of values – MEKK2 mut-MEK5	GalR3 antag	PHOSPHO1 block	V1aR counter	NALP1 yeast inh	MEKK3 PB1 HTS	OXTR ag	MEKK2 WT-MEK5	GPR7 antag
[10] Cc1ccc(OCC(=O)NCCN2CCOCC2)cc1C
 : 12.0	-5.0	15.0	-0.3	16.3	101.0	0.5	109.0	-5.1
[11] CCC(Cc1ccccc1)NC(=O)C1CCCCC1 (configuration not stated)
 : 5.0	-4.4	3.1	-0.6	1.7	101.0	-0.7	103.0	-7.3
